Screening data (PubChem BioAssay)
Pol III holo inh: DNA polymerase III holoenzyme inhibition; reconstituted DNA polymerase III holoenzyme replication, biochemical; Potency, µM (titrated, usually from 57.1 µM), for the others: top-dose activity change, negative = inhibition; hit rate 0.25% among 71,000; note: potency is the fitted concentration of half-maximal effect; % is set by controls: 0 for no effect and ±100 for the full control effect
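Reconstituted *E. coli* holoenzyme (0.35 nM Pol III, 1 nM beta, 154 nM SSB, 2 nM primase) was preincubated with compound for 15 min at RT. Synthesis on 1.4 nM ssM13Gori ran 35 min, then was stopped with PicoGreen/EDTA and read as dsDNA fluorescence.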
Luciferase inh: blocks Photinus pyralis firefly luciferase activity | hit rate 2.2% among 72,000 | P08659 | Potency, µM (doses to about 57.1 µM), for the others: at the highest dose activity change, negative = inhibition, usual class: inhibitors | AID 411 | purified firefly luciferase, luminescence, 8 min; note: potency is the fitted concentration of half-maximal effect; % is set by controls: 0 for no effect and ±100 for the full control effect; nearly all actives have a fitted effect of over 40% in size
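Here, luciferase activity is measured as luminescence following an 8 min room-temperature reaction at 10 uM ATP, pH 7.2. Every library sample is titrated.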
Hsp90 Hop PPI: changes Hsp90-Hop TPR2A binding signal, up or down; hit rate 0.44% among 71,000; AID 595; AlphaScreen TPR2A-His6 binding biotin-Hsp90 C-terminal peptide; Potency, µM (highest dose often 57 µM), inactives show at the highest dose activity change, negative = inhibition; active = well fitted curve in either direction with a large enough effect; inconclusive = small, poorly fitted or top-dose-only effect, or another doubt; note: potency is the fitted concentration of half-maximal effect; % is set by controls: 0 for no effect and ±100 for the full control effect; many of its hits are not listed in these tables
15-hLO inh: inhibitors of human 15-lipoxygenase (ALOX15) | P16050 | purified 15hLO-1, xylenol orange hydroperoxide absorbance | Potency, µM (top dose mostly 57.1 µM), inactives show at the highest dose activity change, negative = inhibition, most hits filed as inhibitors | hit rate 1.4% among 74,000 | AID 887; note: potency is the fitted concentration of half-maximal effect; % is set by controls: 0 for no effect and ±100 for the full control effect; nearly all actives have a fitted effect of over 55% in size
Target sequence (P16050 whole entry, looked up): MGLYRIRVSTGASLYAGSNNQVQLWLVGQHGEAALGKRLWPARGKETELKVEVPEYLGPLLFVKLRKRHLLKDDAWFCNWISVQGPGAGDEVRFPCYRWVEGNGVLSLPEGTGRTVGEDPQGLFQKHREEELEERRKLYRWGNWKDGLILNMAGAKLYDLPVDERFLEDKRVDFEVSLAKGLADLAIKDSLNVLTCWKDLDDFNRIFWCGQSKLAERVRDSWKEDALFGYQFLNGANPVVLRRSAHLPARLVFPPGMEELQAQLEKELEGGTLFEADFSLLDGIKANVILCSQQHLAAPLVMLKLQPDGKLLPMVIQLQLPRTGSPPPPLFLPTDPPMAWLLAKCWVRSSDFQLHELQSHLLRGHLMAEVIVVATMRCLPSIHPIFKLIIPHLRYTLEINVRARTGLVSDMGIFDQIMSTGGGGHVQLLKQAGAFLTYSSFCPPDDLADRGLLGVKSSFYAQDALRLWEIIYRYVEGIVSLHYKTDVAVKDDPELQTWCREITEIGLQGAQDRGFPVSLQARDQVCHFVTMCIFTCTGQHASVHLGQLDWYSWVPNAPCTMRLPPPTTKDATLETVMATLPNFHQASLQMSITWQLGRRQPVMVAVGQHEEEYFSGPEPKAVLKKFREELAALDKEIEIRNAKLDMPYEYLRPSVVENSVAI
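Inhibition is scored from a chromogenic endpoint. After 15 min enzyme-compound contact, arachidonic acid (50 uM final) reacts 6 min with 40 nM 15hLO-1 at room temperature, then Fe-XO reagent is added for 30 min and absorbance ratio recorded.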
Epigenetic mod: epigenetic GFP locus derepression in mouse cells | hit rate 0.09% among 68,000 | Potency, µM (highest dose often 46.1 µM), for the others: at the top dose GFP derepression (activation) | mouse C127i GFP locus derepression, cytometry, 30 h; note: % of control where 0% means no effect
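Locus derepression in mouse mammary C127i cells whose integrated CMV-GFP reporter is normally silent; GFP expression after 30 h compound treatment was quantified by counting fluorescent cells.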
HADH2 inhib: inhibitors of human HADH2 dehydrogenase | Q99714 | hit rate 3.4% among 73,000 | AID 886 | Potency, µM (highest dose often 57.1 µM), for the others: at the top dose activity change, negative = inhibition, actives largely listed as inhibitors | recombinant HADH2, NADH fluorescence, beta-hydroxybutyryl-CoA; note: potency is the fitted concentration of half-maximal effect; % is set by controls: 0 for no effect and ±100 for the full control effect; nearly all actives have a fitted effect of over 60% in size; many of its hits are not listed in these tables
Target sequence (Q99714 whole entry, looked up, one chain of several): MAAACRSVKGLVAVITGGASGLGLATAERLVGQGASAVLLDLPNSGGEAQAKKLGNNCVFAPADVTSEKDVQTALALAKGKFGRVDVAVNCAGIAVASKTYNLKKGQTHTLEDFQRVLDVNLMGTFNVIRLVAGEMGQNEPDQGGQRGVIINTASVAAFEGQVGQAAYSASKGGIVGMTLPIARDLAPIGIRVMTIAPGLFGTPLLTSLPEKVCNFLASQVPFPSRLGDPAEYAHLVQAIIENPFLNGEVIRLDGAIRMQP
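NADH fluorescence (ex 360/em 450 nm) read every 30 s for 4 min; activity taken as last-minus-first time point difference. Enzyme 20 nM, NAD+ 1 mM, beta-hydroxybutyryl-CoA 90 uM, pH 9.0 Tris buffer.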
UbGFP stabilizer: proteasome inhibitors stabilizing ubiquitin-GFP reporter; Potency, µM (top dose mostly 45.9 µM), for the others: top-dose activation (GFP accumulation), most hits filed as activators; 67,000 tested, under 10 active; AID 526; Ubiquitin-GFP reporter cells, proteasome inhibition, GFP fluorescence; response scale: untreated = 0%, 10 µM MG-132 = 100%; active = well fitted activation curve with a large enough effect, not every such curve was filed as active; inconclusive = small, poorly fitted or top-dose-only effect, or another doubt; inactive = no such curve, though single readings can be large or run the other way; note: potency is the fitted concentration of half-maximal effect
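U2OS Ub(G76V)-GFP reporter; O/N plating, 0.5% FBS; cpd 46 uM–2.9 nM, 4 h, 37 °C; GFP+ cell count, 488/515 nm; norm. to basal vs 10 uM MG-132; CRC fit.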
ERK AVP block: blocks ERK signaling stimulated by vasopressin; HEK293-V1b, vasopressin-stimulated pERK AlphaScreen; Potency, µM (doses to about 57.5 µM), inactives show at the top dose activity, negative = inhibition, usual class: inhibitors; hit rate 0.99% among 72,000; AID 995; note: potency is the fitted concentration of half-maximal effect; % is set by controls: 0 for no effect and ±100 for the full control effect; nearly all actives have a fitted effect of over 55% in size
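HEK293 cells stably expressing V1b receptor, seeded overnight in 1% FBS, were treated with compounds for 30 min at 37C, then stimulated 5 min with 25 nM vasopressin; phospho-ERK read by AlphaScreen SureFire after lysis.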
Tau fil binding: binders of human tau filaments | recombinant tau filaments, thioflavin S fluorescence, 15 h; filaments grown with octadecylsulfate alongside compound | Potency, µM (top dose mostly 57.1 µM), inactives show at the highest dose activity change, negative = inhibition | hit rate 2% among 71,000 | AID 596;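 note: potency is the fitted concentration of half-maximal effect; % is set by controls: 0 for no effect and ±100 for the full control effect; actives lower thioflavin S fluorescence by blocking filaments or displacing dye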
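Tau 2 uM in ThS buffer dispensed; compound added; 60 uM ODS added (finals 1 uM tau, 30 uM ODS); 15 h 37 C; fluor ex450/em510.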
CRE-bla Fsk: alters forskolin-stimulated CRE reporter signaling in CHO cells | CHO CRE-bla reporter (cAMP response element driving beta-lactamase), forskolin EC10, beta-lactamase ratio | Potency, µM (doses to about 38.2 µM), for the others: at the highest dose activity change, negative = inhibition, hits mostly activators | hit rate 2.5% among 71,000; active = well fitted activation curve with a large enough effect in the signal ratio, with a control signal flat, not every such curve was filed as active; inconclusive = small, poorly fitted or top-dose-only effect, or effect the other way, or a change in a side signal; the % refers to the signal ratio; note: potency is the fitted concentration of half-maximal effect; % of control where 0% means no effect
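Reporter-gene assay: CHO cells with beta-lactamase behind cAMP responsive elements, co-treated with compound and EC10 NKH 477 for 3 hours at 37 degrees Celsius. Activity came from the 460/530 nm CCF4 emission ratio.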
HBB splice mod: modulators of hemoglobin beta chain splicing; hit rate 0.06% among 65,000; Potency, µM (top dose mostly 46.1 µM), without a hit: top-dose activation, most hits filed as activators; AID 925; HBB splicing reporter cell assay, activation; EGFP reporter with mutant IVS2-654 intron; response scale: normalised to 500 nM splice-correcting PNA; note: potency is the fitted concentration of half-maximal effect; 0% is about no effect
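Compounds were applied for 2 days to HeLa EGFP-654 cells, 500/well in Optimem with 2% FCS. The reporter's EGFP is disrupted by mis-splicing of beta-globin intron IVS2-654. Readout: summed well GFP fluorescence from 488 nm laser scanning; reference was 500 nM antisense […] 654 PNA.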
Starred values were filed as active, the others as inactive; u = inconclusive; x = no result given; & = joins results of further samples; [ ] = another dose, or the depositor's remark. Unless noted, calls come from the whole dose curve; as a rule, active = well fitted curve in the direction sought with a large enough effect; inconclusive = small, poorly fitted or top-dose-only effect, or another doubt; inactive = no such curve, though single readings can be large; an effect the other way counts as inactive or inconclusive. This is a subset; count on the stated rates, not on these rows.

SMILES	Pol III holo inh	Luciferase inh	Hsp90 Hop PPI	15-hLO inh	Epigenetic mod	HADH2 inhib	UbGFP stabilizer	ERK AVP block	Tau fil binding	CRE-bla Fsk	HBB splice mod
FC(F)(F)Oc1ccc(Nc2nc3ccccc3o2)cc1	-1%	-15%	1%	-5%	0%	10%	-8%	11%	-13%	-2%	-0.7%
CCN1C(=O)C(O)(CC(=O)c2ccc(-n3cccc3)cc2)c2ccccc21 (centres undefined)	-3%	-2%	-18%	-7%	2%	-2%	-3%	u	-6%	-6%	-0.5%
O=C1C2CC=CCC2C(=O)N1CC1CCCO1 (centres undefined)	1%	3%	-2%	6%	3%	12%	3%	-11%	1%	-5%	0.7%
O=C(O)C1CCC(CNCc2cccnc2)CC1 (centres undefined)	-2%	3%	-9%	5%	4%	3%	6%	8%	1%	0%	-3.2%
COc1cc(C)c(C(C)C)cc1S(=O)(=O)N1CCN(C)CC1	-5%	1%	-3%	5%	-1%	13%	0%	20%	9%	5%	-1.1%
COc1ccc(OC)c(C2=NOC(C(=O)Nc3cccc(C(C)=O)c3)C2)c1 (centres undefined)	-2%	0%	-4%	11%	-2%	7%	-6%	-4%	-3%	u	6.3%
CCOC(=O)C1CCN(C(=O)CSc2cc(=O)n(C)c3ccccc23)CC1	4%	-4%	u	0%	0%	-17%	-2%	-24%	5%	u	-0.5%
CCOC(=O)N1CCN(S(=O)(=O)c2ccc(Br)s2)CC1	-2%	1%	-2%	2%	3%	1%	0%	4%	-1%	3%	0.0%
O=C(OCCN1C(=O)c2ccccc2C1=O)c1cc(S(=O)(=O)N2CCOCC2)ccc1Cl	-2%	-1%	-1%	2%	2%	5%	-3%	-30%	40%	u	0.2%
COc1ccc2c(c1)CCc1c(C(=O)N3CC4(C)CC3CC(C)(C)C4)noc1-2 (centres undefined)	-2%	-2%	12%	-18%	-1%	13%	1%	30%[activator]	15%	u	-1.0%
COC(=O)CNC(=O)Cn1cnc2sc(C)c(S(=O)(=O)N3CCC(C)CC3)c2c1=O	-6%	3%	-5%	2%	-4%	8%	-9%	10%	-6%	-7%	-0.3%
CCC(C)(C)NC(=O)C(c1ccc(F)cc1)N(Cc1ccco1)C(=O)c1snc(C(N)=O)c1N (centres undefined)	-4%	0%	0%	-4%	-1%	15%	-1%	8%	-8%	7%	1.1%
COc1ccc(S(=O)(=O)N2CCOCC2)c(Cl)c1Cl	1%	3%	-2%	12%	3%	8%	-1%	6%	-5%	11%	4.3%
CCOc1cc(-c2conc2N)cc(OCC)c1OCC	-9%	-1%	-6%	-2%	3%	-18%	-2%	-7%	-3%	u	-1.5%
O=C(CN1CCN(Cc2ccccc2)CC1)Nc1ccc(Cl)cn1	-3%	1%	1%	-1%	0%	4%	1%	-11%	-9%	-9%	0.0%
CC(=O)Nc1nc(CC(C)C)cc2c1c(=O)oc1ccccc12	2%	0%	-2%	4%	-3%	5%	1%	-12%	10%	17%	0.5%
Cc1nnc(NC(=O)CSc2nnc3scc(-c4ccc(C)c(C)c4)n23)s1	-2%	0%	-2%	-9%	0%	11%	-6%	u	4%	22%	-1.6%
CCOc1ccc(NC(=O)CC2CC(C)(C)OC2=O)cc1 (centres undefined)	0%	-5%	-4%	-3%	6%	11%	x	-17%	-7%	-15%	-1.3%[0.369 µM]
CCOc1ccc2[nH]c(=O)c(C(c3nnnn3C3CCCCC3)N3CCN(CC)CC3)cc2c1 (centres undefined)	-6%	3%	1%	-4%	0%	u	4%	24%	10%	2%	x
CC(=O)Nc1cccc(N2C(=O)CC(N3CCC(C(=O)N4CCCCC4)CC3)C2=O)c1 (centres undefined)	-2%	0%	1%	-3%	-2%	7%	3%	-3%	1%	-2%	-1.8%
COCCCNC(=O)Cn1cc2c(n1)CCC(C)C2 (centres undefined)	-4%	0%	0%	4%	-2%	-6%	-13%	-14%	24%	-5%	-0.5%
CCCc1cc(=O)[nH]c(SCC(=O)c2cc(C)n(CCOC)c2C)n1	0%	-1%	-3%	2%	0%	1%	4%	u	15%	-4%	-0.5%[57.5 µM]
Cc1cccc(C(=O)NCN2CCN(c3ccccc3C#N)CC2)c1	-3%&-8%	2%&-6%	-1%&-3%	-6%[25.6 µM]	-1%&-1%	4%&8%	1%&6%	0%&-14%	-22%&-2%	u	1.0%
CS(=O)(=O)N1CCN(C(=O)c2cc(-c3ccncc3)nc3ccc(Cl)cc23)CC1	-8%	1%	-2%	-2%	-3%	8%	5%	-22%	-25%	u	1.2%
O=S(NC1CCCCC1)C12CC3CC(CC(C3)C1)C2 (centres undefined)	-5%	-1%	-2%	-14%	-3%	-5%	6%	21%	-16%	4%	-0.4%

Reprinted from the part before: 3 entries; new compounds follow.
SMILES	Pol III holo inh	Luciferase inh	Hsp90 Hop PPI	15-hLO inh	Epigenetic mod	HADH2 inhib	UbGFP stabilizer	ERK AVP block	Tau fil binding	CRE-bla Fsk	HBB splice mod
Cc1cccc(C(=O)NCN2CCN(c3ccccc3C#N)CC2)c1	-3%&-8%	2%&-6%	-1%&-3%	-6%[25.6 µM]	-1%&-1%	4%&8%	1%&6%	0%&-14%	-22%&-2%	u	1.0%
CS(=O)(=O)N1CCN(C(=O)c2cc(-c3ccncc3)nc3ccc(Cl)cc23)CC1	-8%	1%	-2%	-2%	-3%	8%	5%	-22%	-25%	u	1.2%
O=S(NC1CCCCC1)C12CC3CC(CC(C3)C1)C2 (centres undefined)	-5%	-1%	-2%	-14%	-3%	-5%	6%	21%	-16%	4%	-0.4%
O=C(CSc1nc2ccccc2n1CC(=O)N1CCCC1)NCc1ccc2c(c1)OCO2	5%	0%	-3%	9%	-2%	5%	2%	49%[activator]	7%	0%	1.0%[57.5 µM]
O=C1c2ccccc2C(Nc2cccnc2)N1Cc1ccccc1Cl (centres undefined)	-5%	1%	0%[2.3 µM]	5%	x	2%	-3%	u	14%	-2%	0.3%
CCNC(=O)C1CC(=O)N(c2ccc(OCC)cc2)C1 (centres undefined)	1%	0%	0%	8%	-1%	-1%	9%	15%	-4%	0%	x
CCOc1ccc2[nH]cc(C(=O)N3CCN(CC)CC3)c(=O)c2c1	-2%	6%	0%	5%	-1%	-28%	1%	14%	-13%	-1%	0.5%[57.5 µM]
COc1ccccc1NC(=O)c1ccc(NS(C)(=O)=O)cc1	2%	0%	-5%	-3%	0%	6%	-8%	-23%	6%	-4%	-1.3%
O=C(NC1(C(F)(F)F)NC(=O)N(Cc2cccnc2)C1=O)c1ccncc1 (centres undefined)	-2%	3%	-6%	-3%	0%	-2%	-5%	-7%	12%	-1%	-0.5%
O=C(Cn1c(CN2CCCCC2)nc2ccccc2c1=O)Nc1ccccc1	-2%	-1%	-3%	-1%	7%	10%	1%	13%	-3%	-8%	-0.4%[57.5 µM]
CC1=C(C(=O)Nc2ccc(Cl)cc2)C(c2ccco2)NC(=O)N1 (centres undefined)	2%	0%	-8%	-10%	1%	0%	-6%	-10%	7%	-10%	x
Cc1cccc(-c2nc(CN3CCCC(C(=O)NC4CCC(C)CC4)C3)c(C)o2)c1 (centres undefined)	-6%	-6%	3%	-13%	0%	-14%	4%	22%	-12%	-2%	-0.1%
COc1ccc(N2CCN(CCCNS(=O)(=O)c3c(C)noc3/C=C/N(C)C)CC2)cc1	4%	2%	-9%[2.3 µM]	-12%	x	-4%	6%	-4%	32%	-9%	2.8%
COc1ccc(Cl)cc1NC(=O)C1CCCO1 (centres undefined)	0%	3%	-4%	-2%	-2%	4%	-2%	-13%	-10%	6%	-1.9%
CCS(=O)(=O)c1nc2ccccc2n1CC(=O)N1CCOCC1	-3%	-1%	-6%	0%	6%	5%	3%	13%	3%	-2%	0.9%
COc1ccc(S(=O)(=O)N2CCN(C)CC2)cc1C	0%	4%	u	0%	x	8%	-3%	30%	-8%	-2%	0.2%

Complete entries from above. Order of screens: Pol III holo inh	Luciferase inh	Hsp90 Hop PPI	15-hLO inh	Epigenetic mod	HADH2 inhib	UbGFP stabilizer	ERK AVP block	Tau fil binding	CRE-bla Fsk	HBB splice mod
CCNC(=O)C1CC(=O)N(c2ccc(OCC)cc2)C1 (centres undefined) across the screens: 1%	0%	0%	8%	-1%	-1%	9%	15%	-4%	0%	x
COc1ccc(S(=O)(=O)N2CCOCC2)c(Cl)c1Cl across the screens: 1%	3%	-2%	12%	3%	8%	-1%	6%	-5%	11%	4.3%
